NPYLR7 ag: activates Aedes aegypti NPYLR7 receptor | HEK293T NPYLR7/Galpha15, GCaMP6s calcium fluorescence | activation, % at 10 µM | actives 0.15% (n = 270,000) | AID 1259423; in the data active = activation above about 40%;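 note: 0% = vehicle and 100% = reference agonist at the receptor; some compounds past the cut are filed as inactive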
hcGAS inh: human cGAS inhibition; recombinant h-cGAS, ATP depletion, Kinase-Glo luminescence; Q8N884; inhibition, % at 12.5 µM; actives 0.081% (n = 290,000);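 note: 0% = vehicle reaction and 100% = reaction without DNA for no activity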
Target sequence (Q8N884 whole entry, looked up): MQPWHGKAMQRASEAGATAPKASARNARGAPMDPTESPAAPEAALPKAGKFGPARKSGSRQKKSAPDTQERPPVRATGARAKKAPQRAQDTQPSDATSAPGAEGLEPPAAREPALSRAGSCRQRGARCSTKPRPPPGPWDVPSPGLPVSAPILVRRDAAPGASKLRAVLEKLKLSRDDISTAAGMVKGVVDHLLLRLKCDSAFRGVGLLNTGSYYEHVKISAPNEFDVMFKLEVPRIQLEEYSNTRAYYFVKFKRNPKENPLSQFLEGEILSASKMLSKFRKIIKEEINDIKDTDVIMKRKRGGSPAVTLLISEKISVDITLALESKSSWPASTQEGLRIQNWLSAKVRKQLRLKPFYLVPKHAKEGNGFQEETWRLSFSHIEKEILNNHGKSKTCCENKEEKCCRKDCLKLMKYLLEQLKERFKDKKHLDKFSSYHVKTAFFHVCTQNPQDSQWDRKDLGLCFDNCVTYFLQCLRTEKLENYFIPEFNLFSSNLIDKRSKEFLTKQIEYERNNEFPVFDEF
mcGAS inh: mouse cGAS inhibition by luminescence | AID 1259399 | recombinant cGAS, Kinase-Glo ATP depletion luminescence | inhibition, % at 12.5 µM | actives 0.15% (n = 160,000) | Q8C6L5;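 note: 0% = negative control wells and 100% = reference inhibitor with no enzyme activity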
The depositor's hits bear a star; . = not tested or not shown. Cut-off read from the data, not from the text of the source, unless noted: active = inhibition above about 40%; inactive = the rest.

Structure,NPYLR7 ag,hcGAS inh,mcGAS inh
CC12CCC(C(=O)N(CSC(=S)N/N=C/c3ccccc3O)C1=O)C2(C)C (stereo unspecified),14,-1,.
CC(C(=O)N1CCNC1=O)N1CCC(c2nc3ccccc3o2)CC1 (stereo unspecified),8,-10,-9
CSc1ccc(CN2CCC2(C)C(=O)Nc2cccc3cccnc23)cc1 (stereo unspecified),4,-6,.
CCCCCCCCn1c(N2CCC(C(N)=O)CC2)nc2c1c(=O)[nH]c(=O)n2C,-1,-9,.
CC(=O)N1CCN2C(=O)N(CCO)C(=O)[C@H]2C1,-8,-6,-7
CCCn1c(N2CCN(Cc3ccc(Cl)c(Cl)c3)CC2)nc2c1c(=O)[nH]c(=O)n2C,-9,-4,.
CC(C)(O)C#Cc1ccc(CN2CC(c3ccncc3)C2)cc1,19,-8,.
CCC(C(=O)Nc1cc(-c2ccc(OC)cc2)nn1-c1ccc(C)cc1)c1ccccc1 (stereo unspecified),10,-4,-5
COc1ccc(NC(=O)CCC2CCN(C(=O)c3cccnc3OC)CC2)c(OC)c1,5,-3,.
Cc1cc(C)c(SCC(=O)N(CCC#N)CCC#N)c(C)c1,2,-2,-4
CC(C#N)c1nc2ccccc2n1C(F)F (stereo unspecified),0,-2,.
Cc1cc(C(=O)N/N=C\c2c[nH]c3ccccc23)c2ccccc2n1,10,-3,-3
Fc1cc(CN2CC(c3ccncc3)C2)ccc1C(F)(F)F,6,-6,.
CCn1c(C2CCN(Cc3cccn3-c3ccccn3)CC2)n[nH]c1=O,3,-2,-9
CCS(=O)(=O)Oc1ccc(CN(CCOC)C(=O)Nc2ccc(OC)cc2)cc1,.,-4,-5
CCOC(=O)CCC(=O)NCC1CCN(c2nc(Cc3ccccc3)ns2)CC1,3,-8,-5
CCN(CC)CCN(C(=O)c1ccnn1C)c1nc2c(F)cc(F)cc2s1,.,-5,-8
CCONC(=O)c1cc(S(=O)(=O)NC(C)C)cn1C,10,-5,-6
Cc1nc(C)c(C(C)NC(=O)c2cc(C3CC3)nn2C(C)(C)C)s1 (stereo unspecified),2,-11,.
N#Cc1ccc(COC(=O)c2ccc3c(c2)SC2=NS(=O)(=O)CCN23)cc1,6,-6,.
C=CCn1c(=NC(=O)c2ccc(SC)cc2)sc2cc(S(C)(=O)=O)ccc21,7,-11,.
CCS(=O)(=O)CC(C)N(C)c1ccnc2cc(F)ccc12 (stereo unspecified),1,1,.
Cn1cc(CN(CCO)C(=O)c2cccc(-c3cccc(F)c3)c2)cn1,12,-10,-17
COCCS(=O)(=O)NC(c1ccccc1)C1CC1 (stereo unspecified),2,-7,.

Exported with values under each structure: entries from further up.
The line under a structure holds: NPYLR7 ag, hcGAS inh, mcGAS inh
- CCONC(=O)c1cc(S(=O)(=O)NC(C)C)cn1C
 : 10, -5, -6
- Cc1nc(C)c(C(C)NC(=O)c2cc(C3CC3)nn2C(C)(C)C)s1 (stereo unspecified)
 : 2, -11, .

Next entries follow.
Structure,NPYLR7 ag,hcGAS inh,mcGAS inh
c1ccc(CNc2ncc(-c3nccn3CC3CCCCO3)cn2)cc1 (stereo unspecified),8,-8,.
C=CCNc1ccccc1C(=O)N(C)C1CCCCC1,-8,-10,.
CCn1cc(NC(=O)NCCSc2c[nH]c3ccccc23)c2ccccc21,17,-2,.
CC(c1cccc(-c2ccc3nc(CO)[nH]c3c2)c1)N1CCCC1 (stereo unspecified),27,-4,.
Cc1ccc(C)c(S(=O)(=O)Nc2cc3c4c(oc3c3ccccc23)CCCC4=O)c1,-6,-4,-6
Cc1cccn2c(CNC3CSCCSC3)cnc12,11,-1,.
CC(C)N(CC(O)COC12CC3CC(CC(C3)C1)C2)C(C)C (stereo unspecified),5,-8,-9
CCC(C(=O)Nc1c(-c2cc(C)cc(C)c2)nc2ccccn12)c1ccccc1 (stereo unspecified),-3,-5,-4
Cc1ccc(C2=Nc3nnnn3C(c3ccc(N(C)C)cc3)C2)cc1 (stereo unspecified),3,-9,.
COc1ccc(C)cc1-n1c(C(C)N(Cc2ccccc2)C(=O)c2ccc(Br)cc2)nc2ccccc2c1=O (stereo unspecified),-5,3,1
Cc1nc(CNC(=O)c2coc(Cn3cnc4ccccc43)n2)cs1,11,-9,.
NC1(C(=O)O)CCN(Cc2cn(-c3ccccc3)nc2-c2ccncc2)C1 (stereo unspecified),.,-5,-9
COc1cccc(-c2nccn2CC2(O)CCCCC2)c1F,-1,-5,-7
CCN(CC)C(=O)Oc1ccc2c(ccn2Cc2cc(Cl)cc(Cl)c2)c1-c1ccc(OC)c(OC)c1,17,-6,-6
CCCCn1c(=O)c2cccnc2n2c3ccccc3nc12,1,1,.
CC1=C(C(=O)NCCc2nc3c(s2)CCC3)C(c2nc[nH]c2C)NC(=O)N1 (stereo unspecified),4,3,.

Single entries from above.
hcGAS inh with CC1=C(C(=O)NCCc2nc3c(s2)CCC3)C(c2nc[nH]c2C)NC(=O)N1 (stereo unspecified) stands at 3
NPYLR7 ag with CCCCn1c(=O)c2cccnc2n2c3ccccc3nc12 stands at 1
hcGAS inh with Cc1nc(CNC(=O)c2coc(Cn3cnc4ccccc43)n2)cs1 stands at -9
mcGAS inh with COc1ccc(C)cc1-n1c(C(C)N(Cc2ccccc2)C(=O)c2ccc(Br)cc2)nc2ccccc2c1=O (stereo unspecified) stands at 1
hcGAS inh with Cc1ccc(C2=Nc3nnnn3C(c3ccc(N(C)C)cc3)C2)cc1 (stereo unspecified) stands at -9

Other compounds follow:
Structure,NPYLR7 ag,hcGAS inh,mcGAS inh
COc1ccc(S(=O)(=O)NCC2CCCO2)cc1N1CCN(S(=O)(=O)c2ccc(F)c(Cl)c2)CC1 (stereo unspecified),17,-3,-5
CC(NC(=O)C1CCN(C(=O)c2ccco2)CC1)c1cccs1 (stereo unspecified),9,-12,-7
COc1cccc(NC(=O)CCC2CCN(C(=O)Cc3cccc(F)c3)CC2)c1,6,-2,.
COc1ccc(C2CC(c3ccccc3Cl)=NN2C(=O)CN2CCc3ccccc3C2)cc1 (stereo unspecified),-3,3,-1
CCOC(=O)C1=C(C)NC(=O)NC1c1ccc(C)o1 (stereo unspecified),0,5,.
C(=Nc1nccs1)Nc1nccs1,-3,-1,.
COc1ccc(C#N)cc1NC(=O)CC1(C(=O)O)CCCCCC1,6,7,.
COc1ccc(C(c2c(O)cc(C)n(Cc3cccnc3)c2=O)N2CCN(c3ccccc3)CC2)cc1 (stereo unspecified),7,-5,.
Cc1cc(=O)n2c(n1)SCC2CC(=O)Nc1ccncc1 (stereo unspecified),-3,-2,.
CCc1cc(N2C[C@H](OC(C)C)[C@@H](O)C2)nc(N(C)C)n1,-10,1,-1
COCCNC(=O)C(NC(=O)c1ccccc1Cl)C1CCN(C(=O)c2ccc(OC)cc2)CC1 (stereo unspecified),-12,-3,1
COc1ccc(C)cc1NC(=O)c1ccc2c(c1)NC(=O)CO2,-5,0,.
Cn1cc(CNC2CC(=O)N(CCc3cccc(Cl)c3)C2)cn1 (stereo unspecified),6,-6,.
COc1ccc(OCC2CN(C(=O)c3cc(F)c(F)c(F)c3F)CCO2)cc1 (stereo unspecified),12,-7,-6
O=C(c1ccccc1-c1ncc[nH]1)N1CC[C@@H](N2CCCCCC2)[C@H](O)C1,14,-3,.
OCC1(CCc2ccccc2)CCCN(C2Cc3ccccc3C2)C1 (stereo unspecified),7,-8,.
CCOCCn1c(SCc2cccc(C)c2)nc2c1c(=O)[nH]c(=O)n2C,17,-6,.
CCc1cc(N2CCCC2)n2ncnc2n1,-6,-6,-7
COc1cccc(CSc2nnc(CNC(=O)Nc3ccc(Cl)c(Cl)c3)n2-c2ccc(C)cc2)c1,.,-10,-6
CCOc1ccc(NC(=O)N2CCc3ccccc3C2c2ccc(C)cc2)cc1 (stereo unspecified),22,-3,-7
O=C1NCC2(CCCN(C(=O)c3cc(-c4ccccc4)on3)C2)O1 (stereo unspecified),11,-3,.
CCCc1c(C(=O)N2CCCC(C(=O)OCC)C2)cnn1-c1ccc(Cl)c(Cl)c1 (stereo unspecified),4,-4,-8
CC(C)C(NC(=O)Cn1nnc(-c2ccccc2Cl)n1)c1cccs1 (stereo unspecified),2,-6,-6
COc1ccc(-c2[nH]ncc2C(=O)N(C)CC(F)(F)F)cc1,-30,-1,.
C=CCOc1ccc(Br)cc1C1c2ccc(O)cc2OC(=N)C1C#N (stereo unspecified),24,-1,.
CC1CN(C(=O)CCN2CCc3sccc3C2c2cccc(F)c2)CCN1C(=O)c1ccc(C(F)(F)F)cc1 (stereo unspecified),10,-5,-6
Cn1cc(CNCCN2CCOC2=O)c(-c2ccc(C3CCCCC3)cc2)n1,13,-12,.
Cc1cc(Oc2cc(N3CCN(C(=O)COCc4ccccc4)CC3)ncn2)ccc1Cl,-9,-1,-3
CCCc1cc(=O)n(CC(=O)Nc2ccccc2)c(-n2nc(C)cc2C)n1,-3,-13,-8
O=C(CSc1nc(=O)n2cc(Cl)ccc2n1)Nc1ccc2c(c1)OCO2,3,-7,.
CCOC(=O)C1(Cc2cccc(OC)c2)CCN(Cc2nc3ccccc3nc2C)CC1,-8,10,1
COC(=O)C1=C(C)N(C)C(=O)NC1c1ccc(OC)c(OC)c1 (stereo unspecified),-9,0,1

Four entries from above, ordered by number of heavy atoms, rising:
Structure,NPYLR7 ag,hcGAS inh,mcGAS inh
COC(=O)C1=C(C)N(C)C(=O)NC1c1ccc(OC)c(OC)c1 (stereo unspecified),-9,0,1
CCCc1cc(=O)n(CC(=O)Nc2ccccc2)c(-n2nc(C)cc2C)n1,-3,-13,-8
Cn1cc(CNCCN2CCOC2=O)c(-c2ccc(C3CCCCC3)cc2)n1,13,-12,.
CCOC(=O)C1(Cc2cccc(OC)c2)CCN(Cc2nc3ccccc3nc2C)CC1,-8,10,1

Other records:
Structure,NPYLR7 ag,hcGAS inh,mcGAS inh
O=C1CCC(CCC(=O)N2CCC(C(O)c3cccs3)CC2)(Cc2ccccc2)N1 (stereo unspecified),25,1,2
Cc1ccc(CN(CC(O)COCc2ccco2)C2CC2)s1 (stereo unspecified),17,-2,-8
COC(=O)c1ccc2c(c1)CC(CNC(=O)Cc1cccs1)O2 (stereo unspecified),1,5,-3
CCc1nc(NCc2ccco2)c2ccc(Cl)cc2n1,1,-6,-8
Cc1ccc(Cl)c(NC(=O)N2CCN(c3ncccc3C(=O)NCc3ccc4c(c3)OCO4)CC2)c1,19,-8,-7
COc1ccc(NC(=O)C(C2CCCC2)N2CCN(C(=O)c3ccccc3Cl)CC2)cc1OC (stereo unspecified),-8,3,3
Cc1cc2nc(-c3ccccc3)c(N3CCCN(C(=O)c4c(-c5c(Cl)cccc5Cl)noc4C)CC3)nc2cc1C,6,-4,-7
O=C(CCNC(=O)c1ccco1)Nc1nc(-c2ccc3c(c2)CCCC3)cs1,6,15,4
CCSc1nc(NCC(C)C)c2cnn(CCNC(=O)c3ccc(F)c(F)c3)c2n1,2,5,-7
CN(C)S(=O)(=O)CCCn1ccc(=O)c2sccc21,1,-6,-17
COCCNc1nc(SC)nc2c1cnn2CCNC(=O)c1ccco1,.,-1,-7
CCC(C)NC(=O)COC(=O)c1ccc(OC)cc1F (stereo unspecified),7,-6,.
CN1CCN(c2ccc(NC(=O)CNC(=O)c3ccccc3F)cn2)CC1,-7,-5,.
COc1cc(C(=O)NNC(=O)COc2ccc(Cl)cc2)cc(OC)c1OC,-1,0,.
O=C1NC(c2ccc3c(c2)OCO3)C(C(=O)c2ccccc2)C(O)(C(F)(F)F)N1 (stereo unspecified),43*,1,-7
CN(CCCNC(=O)c1ccc(-c2n[nH]c3c2COc2ccccc2-3)cc1)c1ccccc1,6,-11,-9
CCCn1c(C2CC(=O)N(c3ccc(Br)cc3)C2)nc2ccccc21 (stereo unspecified),4,-7,-5
CNc1ncc(C(=O)N2CCC(c3ccccc3C(=O)O)C2)cn1 (stereo unspecified),3,-6,.
OC(c1nnc(-c2ccccc2)o1)c1ccc(Br)cc1F (stereo unspecified),0,-3,-14
Cc1nc(COc2ccc(F)cc2)sc1C(=O)N1CCc2ccc(O)cc2C1,-9,7,.
CCN(CC)c1cc(N2CC(N3CCCCC3C)C2)nc(N)n1 (stereo unspecified),-1,-6,-16
Cc1ccc2nc(NC(=O)C3=COCCO3)sc2c1,3,-1,.
Cc1ccsc1C(=O)N1CCC1(C)C(=O)NCC(C)(C)C (stereo unspecified),3,-11,.
COc1ccc(Cl)cc1Nc1nnc(-c2cc3cc([N+](=O)[O-])ccc3oc2=O)s1,-10,-9,-3
CC(C)(O)C#Cc1ccc(C2CC(=O)Nc3c2cnn3CC2CC2)cc1 (stereo unspecified),-8,-6,-12
Cc1ccc(C2NC(=O)N(C)C3=C2C(=O)N(CC(=O)NCC2COc4ccccc4O2)C3)cc1 (stereo unspecified),1,-3,-3
CCOCc1cn(CC(=O)c2ccc(OC)cc2)c(C)nc1=N,0,-4,.
CC(C)(C)c1noc(COC(=O)Cc2[nH]nc3ccccc23)n1,1,-15,.
Cc1sc2nc(CN(Cc3ccco3)CC(O)CN3CCOCC3)[nH]c(=O)c2c1C (stereo unspecified),14,-3,-5
CC(=O)Nc1ccc(SCC(=O)NC2CCSc3ccccc32)cc1 (stereo unspecified),1,-5,.
COc1cccc(-c2cc(C(=O)Nc3ccc(F)cc3)nc3cc(-c4ccccc4)nn23)c1,19,-6,-7
Cc1nc(C(Cl)(Cl)Cl)[nH]c(=O)c1SCCO,5,-4,.
CCCc1cc(=O)n2[nH]c(COC)c(-c3ccccc3)c2n1,-6,-8,.
Cc1cccc(C(=O)N2CCC(N3CCCC(C(=O)N4CCCC4)C3)CC2)n1 (stereo unspecified),23,-8,.

High-throughput results: PubChem BioAssay, Fisher Drug Discovery Resource Center
